# Bioassay records as filed in PubChem.
# FUS suppressor: FUS proteinopathy suppression in yeast; S. cerevisiae FUS-expressing, growth rescue, OD600, 24 h; Potency, µM (top dose mostly 76.6 µM), for inactives: top-dose growth rescue (activation), most hits filed as activators; 390,000 tested, 0.24% active;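 note: potency is the fitted concentration of half-maximal effect; plate controls were DMSO vehicle for no effect and reference control for full effect; nearly all actives have a fitted effect of over 55% in size; some results filed as inactive show a strong effect at the top dose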
#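 Cultures pregrown in 2.5% raffinose medium are shifted to minimal medium containing 2% galactose to express toxic FUS. Compounds are tested at several concentrations. After 24hr at 30C, growth is quantified at 600 nm absorbance.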
# Abeta rescue: compounds reversing amyloid beta toxicity in yeast; yeast expressing A-beta42, growth rescue, OD600, 48 h; response scale: 0% DMSO, 100% iron-clioquinol control; Potency, µM (doses to about 46.1 µM), for the others: at the highest dose growth rescue, actives largely listed as activators; 410,000 tested, 0.063% active; AID 1347071; note: potency is the fitted concentration of half-maximal effect; nearly all actives have a fitted effect of over 55% in size
#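 Growth rescue measured by 600 nm absorbance after 48 h yeast culture at 30 C with compound. Values normalized between DMSO and an equimolar ferric chloride plus clioquinol control.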
# EPAC2 antagonist: EPAC2 (human) antagonism. EPAC2 GEF exchange of Rap1B-BODIPY-GDP, fluorescence. Q8WZA2. 360,000 tested, 0.18% active. Potency, µM (series often up to 114 µM), inactives show at the top dose activity, negative = inhibition, usual class: inhibitors; note: potency is the fitted concentration of half-maximal effect; % is set by controls: 0 for no effect and ±100 for the full control effect; nearly all actives have a fitted effect of over 45% in size; many of its hits are not listed in these tables
# Target sequence (Q8WZA2 whole entry, looked up): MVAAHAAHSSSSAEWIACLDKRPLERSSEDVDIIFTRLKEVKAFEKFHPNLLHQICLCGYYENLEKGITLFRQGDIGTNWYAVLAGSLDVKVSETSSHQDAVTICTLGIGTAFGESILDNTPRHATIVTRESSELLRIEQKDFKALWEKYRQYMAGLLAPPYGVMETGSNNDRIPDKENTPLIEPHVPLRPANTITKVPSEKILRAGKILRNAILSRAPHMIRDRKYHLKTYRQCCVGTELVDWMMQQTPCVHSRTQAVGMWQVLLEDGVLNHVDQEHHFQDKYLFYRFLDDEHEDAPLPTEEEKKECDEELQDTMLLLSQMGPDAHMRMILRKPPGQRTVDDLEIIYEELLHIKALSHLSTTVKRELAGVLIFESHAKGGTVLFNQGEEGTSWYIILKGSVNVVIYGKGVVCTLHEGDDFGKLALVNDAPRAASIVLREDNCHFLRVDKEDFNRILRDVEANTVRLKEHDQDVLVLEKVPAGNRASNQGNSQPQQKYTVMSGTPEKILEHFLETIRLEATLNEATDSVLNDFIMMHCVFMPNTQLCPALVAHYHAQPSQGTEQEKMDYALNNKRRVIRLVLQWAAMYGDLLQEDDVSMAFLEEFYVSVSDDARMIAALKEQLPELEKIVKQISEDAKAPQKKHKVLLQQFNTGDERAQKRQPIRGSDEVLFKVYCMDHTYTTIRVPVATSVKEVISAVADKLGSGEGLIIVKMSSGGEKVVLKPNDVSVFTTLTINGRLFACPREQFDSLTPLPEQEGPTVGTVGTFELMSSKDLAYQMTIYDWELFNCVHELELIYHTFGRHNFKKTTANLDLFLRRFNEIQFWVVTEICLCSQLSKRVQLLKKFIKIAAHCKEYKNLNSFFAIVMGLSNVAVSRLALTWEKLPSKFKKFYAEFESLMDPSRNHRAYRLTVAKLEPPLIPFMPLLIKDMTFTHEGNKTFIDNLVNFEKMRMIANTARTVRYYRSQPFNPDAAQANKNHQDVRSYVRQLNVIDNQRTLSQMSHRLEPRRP
# DRD3 antagonist: antagonists of human D3 dopamine receptor | P35462 | D3R cells, DiscoveRx beta-arrestin luminescence, antagonist mode; active compounds read low | max response, negative = inhibition, % | 360,000 tested, 2.5% active | AID 652054; in the data active = max response below about -50%; inconclusive = no clear call, values can overlap the other calls; note: % is set by controls: 0 for no effect and ±100 for the full control effect; mostly tested at two doses, the higher about 12 µM
#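 Cells plated overnight at 1500 cells/well, then exposed to library compounds with dopamine controls for 90 minutes at 37 degrees C. DiscoveRx reagent added for 30–60 minutes at room temperature; luminescence read, quantitative HTS format.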
# EPAC2 agonist: activates human EPAC2 exchange factor. Q8WZA2. EPAC2 activation, biochemical qHTS; response scale: 100% = 6.5 mM cAMP response. Potency, µM (series often up to 154 µM), without a hit: at the top dose activation, most hits filed as activators. 360,000 tested, 0.079% active. AID 720711; note: potency is the fitted concentration of half-maximal effect; nearly all actives have a fitted effect of over 50% in size
#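 Readout is BODIPY fluorescence (480 nm excitation, 540 nm emission), which falls as labeled GDP is exchanged off Rap1B. EPAC2 at 100 nM acted on 250 nM RAP1B-BODIPY-GDP with 50 uM GDP present.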
# aSyn yeast inh: inhibitors of alpha-synuclein toxicity in yeast; Potency, µM (series often up to 46.1 µM), without a hit: at the highest dose growth rescue (activation), usual class: activators; AID 652106; 370,000 tested, 0.14% active; Yeast expressing alpha-synuclein, growth rescue, BacTiter-Glo, 24 h; note: potency is the fitted concentration of half-maximal effect; % of control where 0% means no effect; nearly all actives have a fitted effect of over 65% in size
#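 Readout is rescue of growth in alpha-synuclein-expressing yeast, so inhibitors of toxicity appear as activators. Growth after 24 hr at 30 deg C in galactose medium is quantified by luminescence.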
# D3 ag: D3 dopamine receptor (human) agonism. D3R DiscoveRx beta-arrestin cells, luminescence, 90 min. 410,000 tested, 0.58% active. max activation, %. AID 652048. P35462; in the data active = max activation above about 30%; note: 0% is about no effect; mostly tested at two doses, the higher about 12 µM
#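 Agonist-mode cell screen: cells plated at 1500/well and incubated overnight at 37 °C, then exposed to library compounds for 90 min at 37 °C. Detection reagent was added for 30–60 min at room temperature, and luminescence was read.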
# TDP-43 yeast inh: TDP-43 toxicity inhibition in yeast | Potency, µM (titrated, usually from 46.1 µM), for inactives: at the highest dose growth rescue (activation), hits mostly activators | 410,000 tested, 1.8% active | AID 652104 | TDP-43 expressing yeast growth rescue, BacTiter-Glo, 24 h; note: potency is the fitted concentration of half-maximal effect; % of control where 0% means no effect; nearly all actives have a fitted effect of over 50% in size
#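 Readout is BacTiter-Glo luminescence of cell growth, so inhibitors register as activators. TDP-43-expressing yeast at OD600=0.02 in galactose medium, after raffinose pregrowth to mid-log, were incubated with compound for 24 hr at 30 deg C.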
# An asterisk follows results filed as active; u = inconclusive; x = not tested or not shown; & = joins results of further samples; [ ] = dose if it differs, or a comment. Unless noted, calls come from the whole dose curve; as a rule, active = well fitted curve in the direction sought with a large enough effect; inconclusive = small, poorly fitted or top-dose-only effect, or another doubt; inactive = no such curve, though single readings can be large; an effect the other way counts as inactive or inconclusive. An excerpt; count on the stated rates, not on these rows.
SMILES,FUS suppressor,Abeta rescue,EPAC2 antagonist,DRD3 antagonist,EPAC2 agonist,aSyn yeast inh,D3 ag,TDP-43 yeast inh
CCN(CC)c1ccc(CN2CCC(C(=O)NCc3ccc(C)cc3)CC2)cc1,3%,0%,1%,-12,4%,-1%,-10,1%
O=C(OCC#CCSc1nnc(-c2ccncc2)o1)c1sc2ccccc2c1Cl,-5%,11%,4%,-13,12%,8%,2,15%
O=C(COC(=O)c1cccs1)Nc1ccc(F)c(F)c1,-4%,15%,-1%,-9,13%,5%,0,20%
COc1cc2sc(-c3ccc(S(C)(=O)=O)cc3)c(C(=O)NCc3ccc(C)o3)c2cc1OC,5%,5%,-12%,80,-10%,1%,14,24%
COc1ccc(-n2ncc3c2CC(C)(C)CC3NC(=O)c2ccc(OC)o2)cc1 (stereo not given),21%,-3%,0%,6,4%,10%,-2,0%
Cc1ccc(NC(=O)c2cc(S(=O)(=O)N3CCCCC3)c[nH]2)cc1N(C)C,3%,-23%,x,x,x,x,-13,10%
Cc1cc2nc(-c3ccco3)c(Cc3cccc(F)c3)n2c(C)c1Br,5%,-73%[inhibitor],1%,u,-5%,10%,-1,3.2µM*
Cc1cc2c(c(=O)o1)C(CC(C)C)C(C#N)=C(N)O2 (stereo not given),-18%,20%,2%,12,1%,5%,5,11%
CC1(c2ccc(F)cc2)OC(=O)c2c1ccc1ccccc21 (stereo not given),-7%,2%,u,18,8%,-12%,4,13µM*
Cn1c(=O)c2c(nc(NCc3ccccc3)n2CC(=O)NCc2ccccc2)n(C)c1=O,-3%,3%,0%[57.1 µM],0,-15%,0%,4,-5%
CCCOc1ccc(C(CC(=O)O)NC(=O)Cc2ccccc2)cc1 (stereo not given),13%,-8%,-6%,1,13%,-3%,6,-20%
COc1cc(CCC(=O)OCC(=O)Nc2sccc2C(N)=O)cc(OC)c1OC,24%,-7%,-1%,22,3%,-4%,5,-12%
O=C(COC(=O)Cc1ccc(Cl)cc1)Nc1ccc(OC(F)F)cc1,-7%,0%,1%,23,-5%,7%,-3,u
COc1ccc(C(C(=O)NC(C)(C)C)N(C(=O)CNC(=O)c2cccs2)c2cccnc2)cc1OC (stereo not given),6%,-7%,-3%,-9,14%,-1%,-1,-28%
CCOc1ccc(-n2c(SCC(=O)Nc3ccc(OC)cc3OC)nc3c(c2=O)SCC3)cc1,32%,-12%,11%,-2,4%,-4%,-3,-17%
COc1ccc(Nc2nc(C(=O)N(CCO)Cc3ccccc3)cs2)cc1,u,-26%,-9%,4,-3%,-4%,3,-2%
O=C(O)COCC(=O)Nc1ccc2c(c1)oc1ccccc12,-1%,4%,-11%,4,5%,-4%,0,5%
CCC1(O)CC(C(=O)OC)=NN1C(=O)c1ccccc1 (stereo not given),-13%,6%,7%,19,7%,0%,8,-21%
COc1ccc(Cl)cc1S(=O)(=O)N1CCCC(C(=O)NCc2ccccn2)C1 (stereo not given),7%,-8%,2%,-19,3%,5%,-13,-9%
COC(=O)COc1ccc(/C=C2/NC(=O)N(CC(=O)OC)C2=O)cc1,2%,20%,-2%,1,2%,-1%,0,11%
COc1ccccc1NC(=O)CN(C)S(=O)(=O)c1cccc2cccnc12,-1%&2%,-2%&-15%,8%,5,8%,-2%,0&4,-3%&14%
CC(C)Cc1nnc(NC(=O)CCC(=O)NC2CCCc3ccccc32)s1 (stereo not given),-2%,5%,23%,5,10%,-5%,-2,-5%
O=C(NCCc1ccccc1)[C@@H]1CC=C[C@@H]2CCN(Cc3ccccc3)C(=O)[C@@H]21,-3%,8%,0%,12,4%,-5%,4,17%
Cc1cccn2c(=O)cc(CSc3nnc(NC(=O)COc4ccccc4)s3)nc12,2%,-8%,x,x,x,x,-3,6%
CCOc1cc(OCC)cc(C(=O)N2CCC[C@H]2C(=O)N2CCC[C@H]2C(=O)NCc2ccc(F)cc2F)c1,21%,-4%,5%,-26,1%,-3%,4,21%

# The list goes on, overlapping the part above by five compounds.
SMILES,FUS suppressor,Abeta rescue,EPAC2 antagonist,DRD3 antagonist,EPAC2 agonist,aSyn yeast inh,D3 ag,TDP-43 yeast inh
COc1ccccc1NC(=O)CN(C)S(=O)(=O)c1cccc2cccnc12,-1%&2%,-2%&-15%,8%,5,8%,-2%,0&4,-3%&14%
CC(C)Cc1nnc(NC(=O)CCC(=O)NC2CCCc3ccccc32)s1 (stereo not given),-2%,5%,23%,5,10%,-5%,-2,-5%
O=C(NCCc1ccccc1)[C@@H]1CC=C[C@@H]2CCN(Cc3ccccc3)C(=O)[C@@H]21,-3%,8%,0%,12,4%,-5%,4,17%
Cc1cccn2c(=O)cc(CSc3nnc(NC(=O)COc4ccccc4)s3)nc12,2%,-8%,x,x,x,x,-3,6%
CCOc1cc(OCC)cc(C(=O)N2CCC[C@H]2C(=O)N2CCC[C@H]2C(=O)NCc2ccc(F)cc2F)c1,21%,-4%,5%,-26,1%,-3%,4,21%
C/C=C/c1ccc(OCC(=O)OCC(=O)Nc2c(C)nn(-c3ccccc3)c2C)c(OC)c1,32%,-4%,1%,24,-1%,-11%,12,-6%
CC1CCC(NC(=O)CN2C(=O)NC3(CCCCC3C)C2=O)CC1 (stereo not given),-9%,9%,3%,12,6%,u,-10,10%
O=C(CCCCl)NC(=S)Nc1ccc(N2CCOCC2)cc1,15%,u,0%,5,8%,-1%,8,11%
O=C(CSC1=NS(=O)(=O)c2cc(F)ccc2N1)Nc1ccccc1F,13%,-7%,21%,-13,-7%,-7%,-16,-20%
COc1ccc(-c2coc3cc(OC)ccc3c2=O)cc1,-17%,0%,8%,-8,-1%,9%,19,u
CC(=O)c1cnc2c(-c3ccccc3)c(-c3ccccc3)nn2c1C,u,-12%,4%,-7,-3%,-2%,3,9%
CC(=O)Nc1ccc(S(=O)(=O)N2CN(c3ccc(C)cc3)c3nc4ccccc4nc32)cc1,10%,7%,-8%,-1,-16%,-1%,1,-2%
CCc1ccccc1NC(=O)CN(c1ccc(OC)cc1OC)S(=O)(=O)c1ccccc1[N+](=O)[O-],13%,1%,-16%,-5,1%,1%,2,1%
CCN(C(=O)COC(=O)c1ccccc1Oc1ccccc1)c1c(N)n(Cc2ccccc2)c(=O)[nH]c1=O,x,-5%,-3%,0,5%,1%,2,0%
C=C(C)C(COc1c2occc2cc2ccc(=O)oc12)OC(C)(C)C(O)COc1c2occc2cc2ccc(=O)oc12 (stereo not given),3%,-6%,-6%,12,3%,-1%,3,16%
CCCCN1C[C@H](Cc2ccccc2)[C@@H](CC(=O)NCc2ccc(OC)cc2)C1=O,25%,4%,-13%,-11,6%,1%,-18,-16%
C/C(=N\NC(=O)c1ccco1)c1ccc(NC(=O)c2ccccc2)cc1,-20%,1%,-1%,0,6%,-5%,-1,0%
CCN(CC)CCN1C(=O)C(=O)/C(=C(/O)c2ccc(Cl)cc2)C1c1ccncc1 (stereo not given),x,10%,9%,11,-1%,21%,7,21%
Cc1ccc(CNC(=O)c2nn(C)c3c2CSc2ccc(C)cc2-3)cc1,25%,-7%,x,x,x,x,4,-5%
O=C(Nc1nc(-c2ccccn2)cs1)C1COc2ccccc2O1 (stereo not given),-11%,-64%[inhibitor],-12%,27,10%,u,-5,u
CCn1c(Cc2ccccc2)nnc1SCC(=O)NC1CCCC1,-38%,1%,8%,-3,11%,-7%,-3,7%
CCCCCCn1cc(CN2CC(N(C)CC)CS2(=O)=O)nn1 (stereo not given),-16%,-3%,2%,-6,2%,-3%,4,14%
Cc1cccc(C)c1N(C(=O)c1ccco1)C(C(=O)NC1CCCC1)c1ccncc1 (stereo not given),-11%,-13%,1%,4,5%,4%,7,-22%
OC(CNC1CCCC1)COc1c(F)cc(Br)cc1F (stereo not given),-6%,3%,-5%,u,11%,0%,-56,4%
COc1ccc(-c2nc3n(n2)C(c2cccnc2)C(C(N)=O)=C(C)N3)cc1 (stereo not given),9%,-4%,1%,-4,-6%,-7%,2,-6%
CCOc1nc(C)cc(C)c1S(=O)(=O)c1cccc(Cl)c1,7%,-13%,u,16,20%,16%,-5,25%
COc1ccc(N=Nc2cc(C)c(O)c(CN3CCCCC3)c2)cc1,15%,u,-22%,3,10%,-4%,-2,-36%[inhibitor]
OC(c1ccc(F)c(F)c1)c1nc(-c2cccc3cccnc23)cs1 (stereo not given),-3%,u,-6%,-16,19%,23%,-1,13%
COCC(C)NC(=O)c1cccc([N+](=O)[O-])c1 (stereo not given),-5%,3%,6%,9,2%,-1%,-5,-1%
CCC(C(=O)N1CCN(C(=O)c2ccco2)CC1)c1ccccc1 (stereo not given),-15%,13%,-2%,6,5%,0%,-2,2%

# Later entries.
SMILES,FUS suppressor,Abeta rescue,EPAC2 antagonist,DRD3 antagonist,EPAC2 agonist,aSyn yeast inh,D3 ag,TDP-43 yeast inh
CN1CCN(c2ncnc3c2[nH]c2ccc(F)cc23)CC1,24%,8%,14%,16,4%,-4%,3,0%
Cc1ccc(CN=c2c([N+](=O)[O-])nn(-c3ccc4c(c3)OCCO4)n2O)cc1,x,0%,-2%,-26,10%,23%,-11,u
COc1cccc(C2c3c(oc4cc(C)c(C)cc4c3=O)C(=O)N2CCCN(C)C)c1 (stereo not given),u,4%,2%,-7,7%,3%,1,1%
CCN1CCN(C(=O)c2nn(-c3ccc(C)cc3)c(=O)c3c2c2ccccc2n3C)CC1,-3%,-17%,-5%,-23,3%,-2%,-2,-8%
N#Cc1ccc(NC(=O)Cn2cnc([N+](=O)[O-])c2)cc1,9%,-1%,0%,4,3%,7%,0,-14%[1.82 µM]
Cc1cc(C)c(S(=O)(=O)NCCc2sc3nc(-c4ccc(F)cc4)nn3c2C)c(C)c1,14%,u,x,x,x,x,15,20µM*
Cc1ccccc1NC(=O)CSC1=Nc2ccccc2C2=NC(CCC(=O)NCc3ccccc3)C(=O)N12 (stereo not given),5%,-13%,x,x,x,x,6,11%
CCCCn1c(N)c(N(CC(C)C)C(=O)c2ccc(Cl)c(S(=O)(=O)N3CCCC3)c2)c(=O)[nH]c1=O,32µM*,-3%,-4%,-17,2%,-16%,-19,-9%
O=C(Nc1cccc2cccnc12)c1csc([C@@H]2O[C@H](CO)[C@H](O)[C@H](O)[C@H]2O)n1,-12%,-15%,18%,-117*,1%,-3%,-21,19%
